BoNT-A LC inh2 = inhibitors of Botulinum neurotoxin A light chain protease; inhibition, % at 10 µM; multiplex microsphere protease substrate cleavage, flow cytometry; hit rate 0.17% among 360,000; in the data active = inhibition above about 30%; inconclusive = no clear call, values can overlap the other calls; note: plate controls were buffer without enzyme for full effect and enzyme alone for no effect
Mtb UGM inh = blocks M. tuberculosis UGM enzyme; P9WIQ1; purified UGM, fluorescence polarization probe displacement; inhibition, % at 10 µM; hit rate 0.06% among 320,000; in the data active = inhibition above about 10%, passing the limit was not always enough; inconclusive = no clear call, values can overlap the other calls
Target sequence (P9WIQ1 whole entry, looked up): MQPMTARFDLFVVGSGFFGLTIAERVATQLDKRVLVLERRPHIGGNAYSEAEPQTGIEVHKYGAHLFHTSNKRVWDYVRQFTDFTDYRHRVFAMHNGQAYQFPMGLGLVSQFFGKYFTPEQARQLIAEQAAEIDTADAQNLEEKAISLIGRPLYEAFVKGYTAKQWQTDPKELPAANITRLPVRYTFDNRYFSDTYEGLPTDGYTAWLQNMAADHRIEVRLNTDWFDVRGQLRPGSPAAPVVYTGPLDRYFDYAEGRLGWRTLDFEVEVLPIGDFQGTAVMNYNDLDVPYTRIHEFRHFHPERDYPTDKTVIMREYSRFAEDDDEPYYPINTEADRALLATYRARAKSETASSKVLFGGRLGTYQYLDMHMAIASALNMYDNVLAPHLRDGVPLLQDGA
BoNT F protease = inhibitors of Botulinum neurotoxin F light chain protease; AID 588497; hit rate 0.22% among 360,000; inhibition, % at 10 µM; Multiplex microsphere protease cleavage assay, flow cytometry; in the data active = inhibition above about 35%, passing the limit was not always enough; inconclusive = no clear call, values can overlap the other calls; note: plate controls were buffer without enzyme for full effect and enzyme alone for no effect
PrPC surface inh = inhibitors of human cell surface prion protein PrPC; hit rate 0.43% among 370,000; P04156; TR-FRET read-out; inhibition, % at 13.8 µM; in the data active = inhibition above about 24%; note: 0% = median of the test wells and 100% = reference compound wells
Mtb BioA inh = blocks M. tuberculosis BioA enzyme activity. purified M. tuberculosis BioA enzyme, plate reader. inhibition, % at 9.99 µM. hit rate 0.096% among 360,000. AID 602481; in the data active = inhibition above about 40%; inconclusive = no clear call, values can overlap the other calls
GDH-TPI inh = counter-screen for M. tuberculosis FBA inhibitors: GDH-TPI coupled enzymes; GDH-TPI coupled enzyme counterscreen, NADH absorbance; inhibition, % at 4.8 µM; hit rate 1.2% among 360,000;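 note: 0% = DMSO wells and 100% = wells lacking the enzyme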
FadD28 FP inh = M. tuberculosis FadD28 bisubstrate binding inhibition; FadD28 bisubstrate probe binding, fluorescence polarization; inhibition, % at 12.5 µM; hit rate 0.22% among 360,000; AID 588549; in the data active = inhibition above about 8.5%, passing the limit was not always enough; inconclusive = no clear call, values can overlap the other calls
Mtb FBA inh = inhibitors of M. tuberculosis fructose-bisphosphate aldolase; purified M. tuberculosis FBA, fluorescence read-out; inhibition, % at 1 µM; hit rate 2.3% among 360,000; AID 588726; in the data active = inhibition above about 27%;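 note: 0% = vehicle and 100% = reference inhibitor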
Target sequence (P9WQA3 whole entry, looked up): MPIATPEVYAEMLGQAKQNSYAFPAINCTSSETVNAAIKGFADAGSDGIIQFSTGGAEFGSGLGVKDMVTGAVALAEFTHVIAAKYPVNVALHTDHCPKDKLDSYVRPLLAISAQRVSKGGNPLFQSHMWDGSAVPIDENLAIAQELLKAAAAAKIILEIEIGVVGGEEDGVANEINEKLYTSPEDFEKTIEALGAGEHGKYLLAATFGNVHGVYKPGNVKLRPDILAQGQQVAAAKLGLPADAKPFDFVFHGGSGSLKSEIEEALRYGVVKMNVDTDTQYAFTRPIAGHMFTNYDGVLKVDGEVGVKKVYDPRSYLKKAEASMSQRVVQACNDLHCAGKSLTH
CCHF vOTU inh = blocks the CCHF virus ovarian tumor domain protease; inhibition, % at 11.5 µM; CCHFV vOTU protease, Pep-AMC fluorescence; hit rate 0.55% among 370,000; note: 0% = vehicle wells with enzyme and 100% = no enzyme wells
* = called active by the depositor; ? = inconclusive; . = no result given; & = joins results of further samples. Cut-off read from the data, not from the text of the source, unless noted: active = inhibition above about 30%; inactive = the rest. Outcome played no part in choosing rows. Share with any hit: about 4.8%.

SMILES	BoNT-A LC inh2	Mtb UGM inh	BoNT F protease	PrPC surface inh	Mtb BioA inh	GDH-TPI inh	FadD28 FP inh	Mtb FBA inh	CCHF vOTU inh
COc1ccc(-c2cc(-c3ccccc3)nc(NN)n2)cc1OC	0.5	1.2	-16	0	-1.6	10	-1.9	4	0
CCCNC(=O)C1(C)CCCN(Cc2ccsc2)C1 (configuration not stated)	-0.6	.	-8	5	0.5	11	1.3	3	6
CN(C)c1ccc(Cc2cc3c(O)ccc(O)c3cc(Cc3ccc(N(C)C)cc3)c2=O)cc1	-0.5	.	-36	-7	.	16	11*	-3	34*
Cc1ccccc1OCCC(=O)OCC(=O)Nc1ccc(N2CCOCC2)cc1	0.4	1.8	3	-5	-0.8	-1	-2.9	-2	1
COc1ccccc1NS(=O)(=O)c1cc(NC(=O)Cc2n[nH]c(=O)c3ccccc23)ccc1Cl	0.5	-1.5	-4	11	0.0	9	-6.3	-2	21
CC(C)c1ccc(O)c(N)c1	-0.2	0.3	-6	-5	-1.5	6	0.3	-1	2
CCn1c(SCC(=O)N(C)C)nc2cc(S(=O)(=O)N3CCCCC3)ccc21	2.7	2.4	0	3	1.9	-4	-1.7	-1	8
COCCNc1nc2c(c(=O)n(C)c(=O)n2C)n1Cc1cccc(C(F)(F)F)c1	0.5	-3.6	-1	18	0.3	8	1.6	0	10
COc1cccc(N2CCN(C(=O)CCCCCNc3nc(=S)[nH]c4ccccc34)CC2)c1	-2.4	-0.1	-21	-3	.	-4	-3.4	2	1
O=C(Cc1cccs1)NCc1ccc(F)cc1	0.5	-1.0	3	-3	-0.5	-4	-2.9	-4	-1
CC(C)C(NC(=O)c1ccc(F)cc1)C(=O)NCC1CCCO1 (configuration not stated)	0.0	-1.7	-1	8	0.5	-7	-2.8	-5	0
COc1ccc(-c2nnc(-c3ccccc3O)o2)cc1	-0.1	-0.9	?	6	-2.3	1	-0.1	8	8
O=C(CSc1nc2ccccc2[nH]1)c1c[nH]c2ccccc12	1.4	0.2	0	7	-1.3	6	-4.8	0	-3
Cc1cc(NC(=O)CSc2nc3cc(Cl)ccc3c(=O)n2Cc2ccco2)no1	-0.2	2.3	-9	-6	-2.9	7	0.0	-1	-8
COc1ccc(CCNC(=O)C(=O)NCC2CCCN2S(=O)(=O)c2ccc(OC)cc2)cc1 (configuration not stated)	-0.8	0.1	-2	5	-1.2	6	-5.5	-1	-8

Next section (2 carried over from the part before).
SMILES	BoNT-A LC inh2	Mtb UGM inh	BoNT F protease	PrPC surface inh	Mtb BioA inh	GDH-TPI inh	FadD28 FP inh	Mtb FBA inh	CCHF vOTU inh
Cc1cc(NC(=O)CSc2nc3cc(Cl)ccc3c(=O)n2Cc2ccco2)no1	-0.2	2.3	-9	-6	-2.9	7	0.0	-1	-8
COc1ccc(CCNC(=O)C(=O)NCC2CCCN2S(=O)(=O)c2ccc(OC)cc2)cc1 (configuration not stated)	-0.8	0.1	-2	5	-1.2	6	-5.5	-1	-8
CC(=O)Nc1ccc(NC(=S)NC(=O)/C=C/c2ccco2)cc1	-3.7	-0.1	?	-20	-4.1	6	4.1	2	13
COC(=O)c1sccc1NC(=O)Cc1ccc(OC)c(OC)c1	-0.7	-4.0	4	3	.	9	1.5	3	13
O=C(NCc1ccc2c(c1)OCO2)Nc1ccc(Cl)cc1	-2.5	-1.5	-4	1	-2.0	-5	-1.3	1	7
Nc1c(N(CCO)C(=O)C2CCCCC2)c(=O)[nH]c(=O)n1Cc1ccccc1	-0.5	-0.8	-1	-1	-0.6	7	-2.8	5	-3
CN1C(=O)C(O)(CC(=O)/C=C/c2ccco2)c2ccccc21 (configuration not stated)	-0.4	0.9	4	3	.	0	-0.9	0	2
COc1ccc2c3c([nH]c2c1)C1CC2C(CC(O)C(OC)C2C(=O)O)CN1CC3 (configuration not stated)	1.9	1.0	-55	-16	-5.3	-3	-1.7	4	6
CC(=O)c1c(C)oc2ccc(N(C(=O)C3CCCCC3)S(=O)(=O)c3cc([N+](=O)[O-])ccc3C)cc12	-0.9	.	-17	-3	.	-5	-1.7	3	8
COc1cccc(NC(=S)N2CCC(Cc3ccccc3)CC2)c1	0.3	0.3	-8	10	1.0	-3	-2.0	-2	-16
CCOc1c(Br)cc(C2NS(=O)(=O)N=C3CCCCCN32)cc1OC (configuration not stated)	-1.0	-1.6	11	6	-0.1	-4	0.7	-3	0
O=c1cc(C2CCCCC2)[nH]c(=O)[nH]1	-0.6	.	-9	8	-1.0	3	-2.8	-1	-8
CC1=NN(C(=O)COc2ccccc2C)C(O)(c2ccc(Cl)cc2)C1 (configuration not stated)	0.6	-2.3	6	-5	-0.3	-4	-2.9	0	2
C/C(=N\Nc1ccc(F)cc1)c1ccncc1	1.0	.	10	2	.	-1	-2.8	2	-10
CC(C)C(=O)NNC(=O)c1csc(-c2cccs2)n1	?	-2.9	?	-10	.	9	0.0	2	0
CC(c1ccccc1)N1C(=O)OC(C)(C)C1(C)O (configuration not stated)	-0.2	.	-1	-1	-1.1	-3	0.7	5	-5
CCCN(CCC)CCCNC(=S)Nc1ccc2nc(N3CCCC3)cc(C)c2c1	2.0	3.3	-4	6	3.5	13	-2.6	8	-17
Cc1cc(Cn2ccnc2)c(C)c([N+](=O)[O-])c1Cn1ccnc1	-0.4	3.3	8	0	-0.1	-3	-3.3	3	2
O=C1NCCN(C(=O)CCc2nnc(-c3ccsc3)o2)C1c1ccc(F)cc1 (configuration not stated)	-0.5	0.0	2	-3	.	4	?	2	-14
CC(=O)C1=C(O)C(=O)N(c2cccc(C(=O)O)c2)C1c1ccc(F)cc1 (configuration not stated)	-0.3	1.2	-10	-6	-0.4	26	-1.4	0	-6
Cc1nn(CC(=O)NCc2ccccn2)c(C)c1[N+](=O)[O-]	-0.5	4.7	-6	-2	0.2	-4	-1.2	2	-11
Cc1cccc(N(C(=O)CCC(=O)Nc2cc(C)on2)C(C(=O)NC2CCCC2)c2ccccc2)c1 (configuration not stated)	0.3	-1.3	2	-5	-0.2	0	-3.9	0	5
CCOc1ccc(NC(=O)Cc2ccc(S(=O)(=O)N3CCOCC3)s2)cc1OCC	-2.7	1.0	-9	6	-0.2	-4	1.5	1	2
CCn1cc(NC(=O)Nc2ccc(OC)c(OC)c2)c(C(N)=O)n1	-0.8	3.0	1	4	-0.3	-2	-0.4	-1	7
COC(=O)c1c(NC(=O)CC2SC(N)=NC2=O)sc2c1CCC(C(C)(C)C)C2 (configuration not stated)	0.7	-0.5	4	-5	.	11	-5.3	1	28
Cc1cc(C)n(CCCNC(=O)c2cc(COc3ccc(C)c(C)c3)on2)n1	1.0	-0.2	-2	7	-0.2	-12	-2.6	4	0
CC(C)N1CCN(Cc2ccc(C#CC(C)(C)O)cc2)CC1CCO (configuration not stated)	-0.2	3.1	-2	-5	.	0	0.6	-2	2
Cc1c(C(=O)OCC(=O)N(C)Cc2ccc(Cl)cc2)oc2ccccc12	-1.3	1.4	4	5	-0.3	0	-1.0	4	19
COc1ccc(NC(=S)N2CCN(C/C=C/c3ccccc3)CC2)c(OC)c1	-0.4	-0.7	-2	-1	.	8	-0.2	-2	-8
O=C(NCCC1CCCCN1S(=O)(=O)c1ccccc1)C(=O)NCc1ccco1 (configuration not stated)	4.6	.	11	-4	-0.5	3	-0.3	1	8
COc1ccc(CN2C(=O)c3cccnc3C2=O)cc1S(=O)(=O)N1CC(C)CC(C)C1 (configuration not stated)	-0.8	1.9	2	-6	0.4	1	-1.4	4	15
CCOc1ccc(C(C)=O)cc1COC(=O)C1=COCCO1	0.3	0.6	1	2	16	10	-1.1	4	6
CCc1ccc(/C=C2\SC(=S)N(CCCC(=O)NC3=NCCS3)C2=O)cc1	-0.3	.	1	-1	-0.9	13	-1.4	1	-12
COc1cc(NC(=O)c2ccccc2)c(OC)cc1NC(=O)Cc1ccc(F)cc1	0.6	3.5	?	-3	1.6	6	-2.1	1	7
COCCCN=CC1=C(O)CC(c2ccccc2)CC1=O (configuration not stated)	-0.6	0.5	-5	-1	-1.9	-2	0.0	-1	-9
Cc1cccc(N2CC(C(=O)Nc3nnc(SCc4cccnc4)s3)CC2=O)c1 (configuration not stated)	0.9	7.1	-4	-2	0.7	6	1.3	-4	-2
COc1ccc(-c2cc(C(=O)NCCN3CCOCC3)c3ccccc3n2)c(OC)c1	0.5	-4.7	-14	-13	-2.3	18	-4.4	0	-9
C=CCn1c(C)cc(C(=O)Cn2nc(C(=O)O)c3ccccc3c2=O)c1C	-2.4	1.2	-7	-1	-3.2	-2	-1.9	-3	-1
COc1cccc(-c2cc3nc4c(c(N5CCC6(CC5)OCCO6)n3n2)CCCC4)c1	0.1	-0.7	-8	5	-2.3	7	-3.2	9	2
O=C(CC(C(=O)O)c1c[nH]c2ccccc12)c1ccccc1 (configuration not stated)	-1.0	5.2	4	-5	0.7	-4	-1.6	-2	-10
CCn1cc(C(=O)Nc2ccc(C)cc2[N+](=O)[O-])c(C)n1	-1.6	2.2	?	-12	-0.8	8	0.5	1	-3
CN1CCN(C(=O)C2=C[C@H](c3ccc(C(F)(F)F)cc3)C[C@H](OCCCCO)O2)CC1	0.5	2.8	-1	-6	0.4	9	-1.8	-1	1
CC1=C(C(=O)NC2CCCC(C)C2C)C2(CCCCC2)OC1=O (configuration not stated)	-0.4	0.7	-6	-5	-0.1	-15	-1.9	1	-3
Cc1cccc(Nc2nc(N)c([N+](=O)[O-])c(N3CCC(C)CC3)n2)c1	-1.7	-0.1	-4	1	-1.5	18	-2.6	-1	16
CC(C)(O)c1cc(=O)sc2nc3ccccc3n12	0.2	-1.7	-4	0	1.9	-1	-6.0	-1	-7
O=C1c2cccc3c(N4CCCCC4)ccc(c23)C(=O)N1c1cccc(O)c1	5.0	-2.8	1	-4	.	-1	-0.2	-5	3
C[C@@H]1CN([C@H](C)CO)C(=O)c2cc(NC(=O)Cc3cn(C)c4ccccc34)ccc2O[C@H]1CN(C)C(=O)Nc1ccc2c(c1)OCO2	-0.6	-1.3	-6	6	-0.2&0.3	5	0.0	2	18
Cc1c(Br)c(=O)[nH]c(=O)n1COCc1ccccc1	0.6	-0.7	5	4	2.0	7	-1.9	4	-3
CC(=O)c1ccc(N2CCN(C(=O)/C=C/c3ccc(S(=O)(=O)NCc4ccco4)cc3)CC2)cc1	-0.2	-1.3	-5	-17	.	15	-2.9	0	19
COC(=O)c1ccccc1OC(=O)c1cc2ccccc2oc1=O	-0.7	0.1	8	-6	-0.3	7	0.6	12	-13
COc1ccc2c(=O)c(C(=O)NCc3ccccc3)c[nH]c2c1	0.4	1.9	26	14	-1.9	3	-2.4	1	12
O=C(Nc1ccnn1C1CCN(C(=O)c2cc(Cl)ccc2F)CC1)C1CCOC1 (configuration not stated)	1.5	1.1	3	-4	1.5	-10	0.2	-2	-12
CCCn1c(=O)c2ccccc2n2c(SCC(=O)c3ccc(CC)cc3)nnc12	.	-1.4	.	8	6.7	2	-2.3	3	2
Cc1ccccc1NC(=O)CCCCC(=O)Nc1ccccc1C	-0.5	0.5	?	-5	0.8	3	-2.1	1	-6
Cc1nn(CC(=O)c2ccc3c(c2)OCCO3)c(=O)c(C#N)c1C	0.2	-0.1	0	-16	-1.4	7	0.8	0	7
COc1ccc(NC2CCCN(C(=O)c3ccccc3-c3ncc[nH]3)C2)cc1 (configuration not stated)	-0.5	.	-5	-1	-0.7	-4	-1.1	-3	-7

Six compounds from above, reduced to Mtb UGM inh and CCHF vOTU inh:
SMILES	Mtb UGM inh	CCHF vOTU inh
Cc1c(Br)c(=O)[nH]c(=O)n1COCc1ccccc1	-0.7	-3
CC(=O)c1ccc(N2CCN(C(=O)/C=C/c3ccc(S(=O)(=O)NCc4ccco4)cc3)CC2)cc1	-1.3	19
COC(=O)c1ccccc1OC(=O)c1cc2ccccc2oc1=O	0.1	-13
COc1ccc2c(=O)c(C(=O)NCc3ccccc3)c[nH]c2c1	1.9	12
O=C(Nc1ccnn1C1CCN(C(=O)c2cc(Cl)ccc2F)CC1)C1CCOC1 (configuration not stated)	1.1	-12
CCCn1c(=O)c2ccccc2n2c(SCC(=O)c3ccc(CC)cc3)nnc12	-1.4	2

Bioassay records deposited in PubChem by several laboratories.
